MrgX1 antagonist – blocks BAM8-22 activation of human MrgX1 receptor | MRGX1-HEK293 calcium flux, Fluo-4, BAM8-22 antagonism; active compounds read low | B-score at 10 µM | hit rate 1.3% among 310,000;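 active = calcium-response B-score plate-corrected more than 3 library SD below zero, starting fluorescence within 5 deviations, no agonist response on first addition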;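 note: peak minus trough fluorescence over baseline after final BAM8-22 challenge near maximal dose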
Target sequence (Q96LB2 whole entry, looked up): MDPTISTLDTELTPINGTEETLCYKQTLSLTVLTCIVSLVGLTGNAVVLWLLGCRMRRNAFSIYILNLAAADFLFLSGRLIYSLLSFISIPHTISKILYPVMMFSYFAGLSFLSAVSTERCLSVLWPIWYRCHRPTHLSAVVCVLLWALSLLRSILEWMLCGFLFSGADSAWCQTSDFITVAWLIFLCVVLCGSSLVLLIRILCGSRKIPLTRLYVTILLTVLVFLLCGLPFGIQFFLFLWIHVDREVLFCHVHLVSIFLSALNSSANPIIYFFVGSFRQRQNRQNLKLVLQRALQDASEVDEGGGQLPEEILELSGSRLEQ
SKKanGAS inh – SKKanGAS growth inhibition; S. pyogenes SKKanGAS, kanamycin growth, BacTiter-Glo, 6 h; inhibition, % at 7.5 µM; hit rate 1.3% among 300,000;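 active = mean replicate score, as percent of positive control median, at least 50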;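 note: strain carries kanamycin resistance gene driven by streptokinase promoter and grows in 40 µg/ml kanamycin; loss of luminescence reflects streptokinase promoter inhibition or plain growth inhibition; 0% = median of DMSO wells and 100% = positive control at its reference dose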
KLF5 inhibitor – inhibitors of KLF5 expression; inhibition, % at 5 µM; DLD-1 KLF5 promoter-luciferase reporter, luminescence; hit rate 0.23% among 290,000;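 active = inhibition above a per-plate limit of that plate's mean compound inhibition plus 3 SD, cut at about 60% in these data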;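 note: 0% = DMSO wells and 100% = LY294002 at 200 µM; higher means less KLF5 promoter-driven luciferase light; inactives centre near -14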
TRPC6 inhibitor – blocks the mouse TRPC6 cation channel; Q61143; HEK293-TRPC6, membrane potential dye, ACh-evoked depolarization; active compounds read low; B-score at 10 µM; hit rate 1.1% among 310,000; AID 2553;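 active = B-score under library mean minus 3 SD, initial fluorescence not abnormally high, positive integrated signal ratio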;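 note: B-score derived from integrated fluorescence ratio over the kinetic read; more negative B-score means stronger inhibition of depolarization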
TRPC6 activator – activators of mouse TRPC6 channel; Q61143; HEK293-TRPC6 membrane potential dye fluorescence; active compounds read high; B-score at 10 µM; hit rate 0.13% among 310,000; AID 2550;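 active = B-score of the integrated fluorescence ratio above library mean plus 3 SD, and starting fluorescence ratio within library mean plus 5 SD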;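 note: higher score means more depolarization so channel activation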
HIF activator – HIF pathway transcriptional activation | U2OS HRE-luciferase reporter, luminescence; normalized: DMSO 0%, desferrioxamine 100% | hit rate 0.32% among 300,000 | activation, % at 7.5 µM (by protocol);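 active = mean activation of at least 10% of the iron chelator positive control signal, with at least half of replicates also reaching 10%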
TRPC4 act – TRPC4 (mouse) channel activation | B-score at 10 µM | HEK293 TRPC4beta/mu-opioid, Fluo4 calcium fluorescence; active compounds read high | hit rate 0.49% among 310,000 | AID 2237;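 active = B-score above 5 SD of library B-scores, and initial fluorescence ratio not above library mean plus 5 SD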;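 note: positive B-score marks a calcium rise read as TRPC4 activation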
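System – HEK293 cells stably co-expressing mouse TRPC4beta and mu-opioid receptor · Signal – Fluo4 calcium-sensitive dye fluorescence, kinetic, 1 Hz baseline · Benchmarks – buffer (low) and maximal DAMGO (high) · Read-out – B score of integrated fluorescence ratio per well · Incubation – dye loading 45 min room temperature, 110 s kinetic read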
IEC-6 tox – kills IEC-6 intestinal cells in KLF5 counter-screen; IEC-6 cytotoxicity, luminescence viability; inhibition, % at 5 µM; hit rate 0.78% among 290,000; in the data active = inhibition above about 22%;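 note: 0% = plate median of test compound wells and 100% = cytotoxic reference compound wells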
TRPC4 inh – inhibitors of mouse TRPC4 channel. Q9QUQ5. HEK293 TRPC4beta/mu-opioid, DAMGO-evoked Fluo4 calcium flux; active compounds read low. B-score at 10 µM. hit rate 0.39% among 300,000. AID 2247;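 active = B-score over 3 SD under the library average, no early fluorescence shift, positive overall ratio signal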
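Material: HEK293 cells with stable TRPC4beta plus mu-opioid receptor expression / Probe or stimulus: DAMGO in two steps, submaximal then maximal / Compound: single concentration per test compound / Technique: kinetic Fluo4 fluorescence imaging of calcium influx / Read-out: per-well B score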
aSyn 5UTR inh – 5' untranslated region of α-synuclein, MLPCN primary screen; alpha-synuclein 5'UTR reporter, inhibitor activity; inhibition, % (tested at 7.5 µM); hit rate 0.82% among 300,000; in the data active = inhibition above about 60%;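 note: H4 neuroglioblastoma cells stably carrying SNCA 5'UTR luciferase fusion; 0% = DMSO wells and 100% = positive control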
TRPC4 PAM – allosterically enhances the mouse TRPC4 cation channel | HEK293 TRPC4beta/mu-opioid, DAMGO EC20, Fluo-4 Ca2+ flux; active compounds read high | Q9QUQ5 | hit rate 0.42% among 310,000 | AID 2227 | B-score at 10 µM;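 active = B-score of calcium response area above 5 SD of library B-scores, with initial fluorescence ratio within 5 SD of library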;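 note: B-score of integrated fluorescence ratio over time as area under calcium response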
* hit, by the source's call; i = inactive; · = not tested or not shown.

SMILES	MrgX1 antagonist	SKKanGAS inh	KLF5 inhibitor	TRPC6 inhibitor	TRPC6 activator	HIF activator	TRPC4 act	IEC-6 tox	TRPC4 inh	aSyn 5UTR inh	TRPC4 PAM
Cc1c(C(=O)N2CCC3(CC2)CC(=O)c2ccccc2O3)cccc1[N+](=O)[O-]	i	-7	·	i	i	1.1	i	·	i	2	i
Cc1ccc(S(=O)(=O)NCc2ccncc2)cc1C	i	-2	-18	i	i	-5.6	i	11	i	-3	i
N#CCN(CC#N)C(=O)C1c2ccccc2Oc2ccccc21	i	-2	4	i	i	-0.5	i	-2	i	-11	i
CC(C)(C)c1cnnn1-c1ccc(NC(=O)c2ccc(Br)o2)cc1	i	-6	-5	i	i	0.5	i	4	i	-16	i
CCOc1ccc(S(=O)(=O)N2CCCC(C(=O)NC3CC3)C2)cc1Cl (stereo not drawn)	i	-7	·	i	i	-36	i	·	i	34	i
O=C(O)CCc1n[nH]c(=S)[nH]c1=O	i	-5	-27	i	i	-0.1	i	-5	i	3	i
O=C(CN1C(=O)C2CC=CCC2C1=O)NCc1cccs1 (stereo not drawn)	i	-10	-8	i	i	-0.2	i	-8	i	0	i
Cc1cc(C)n2ncc(C(=O)Nc3ccc(Cl)c(Cl)c3)c2n1	i	7	-32	i	i	-0.2	i	0	i	-106	i
CS(=O)(=O)N1CCC(C(=O)NCCc2ccccc2)CC1	i	5	16	i	i	0.3	i	2	i	5	i
CCOc1ccc(C(C(=O)NCC2CCCO2)N(C(=O)c2snc(C(N)=O)c2N)c2cccc(F)c2)cc1 (stereo not drawn)	i	1	-30	i	i	-0.9	i	2	i	-12	i
CC(NC(=O)NC(=O)c1ccc(Cl)cc1)c1ccccc1 (stereo not drawn)	i	3	-14	i	i	0.4	i	-4	i	-23	i
CCOC(=O)C1CCCN(S(=O)(=O)c2cccc3cccnc23)C1 (stereo not drawn)	i	-4	-17	i	i	-0.1	i	2	i	28	i
CCC(C(=O)N1CCN(c2ccccc2OC)CC1)c1ccccc1 (stereo not drawn)	i	-6	1	i	i	0.0	i	-9	i	-5	i
COc1ccc(NC(=O)CC2Oc3ccc(C)cc3NC2=O)cc1 (stereo not drawn)	i	0	-51	i	i	0.3	i	7	i	1	i
COc1ccc(/C=C/c2nc(S(=O)(=O)c3ccccc3)c(NCCCN(C)C)o2)cc1OC	i	-2	-19	i	i	0.5	i	6	i	35	i
COc1cc(C(=O)c2ccccc2)c([N+](=O)[O-])cc1OC	i	-2	15	i	i	0.2	i	1	i	-1	i
O=C(N/N=C/c1ccc[nH]1)c1ccc2c(c1)OCO2	i	4	-47	i	i	0.4	i	3	i	-93	i
Cc1cc(C(=O)COC(=O)C2=NNC(=O)CC2)c(C)n1CCc1ccccc1	i	2	10	i	i	0.0	i	1	i	11	i
N#Cc1ccc[n+](CC(=O)c2ccc(Cl)cc2)c1	i	1	12	i	i	0.0	i	5	i	-11	i
O=C(CSc1nc2ccccc2c(=O)n1NC(=O)Cc1ccccc1)NCCc1ccccc1	i	2	5	i	i	0.1	i	8	i	-10	i
COc1ccccc1NC(=O)C(=O)N1N=C(C(C)C)CC1(O)C(F)(F)F (stereo not drawn)	i	2	18	i	i	0.1	i	0	i	-12	i
COc1cc(C(=O)N2CCN(C(=O)C3CC3)CC2)cc(OC)c1OC	i	-1	-15	i	i	-1.0	i	-1	i	-12	i
O=C(Nc1ccncc1)Nc1cccc(C(F)(F)F)c1	i	-10	-14	i	i	0.3	i	-1	i	-1	i
OCC1(Cc2ccccc2)CCCN(Cc2ccc(-c3ccco3)cc2)C1 (stereo not drawn)	i	-3	8	i	i	-0.5	i	-2	i	-9	i
O=C(c1ccccc1)c1c[nH]c(C(=O)NNc2ccccc2)c1	i	6	15	i	i	0.0	i	5	i	22	i

Exported with values under each structure: 2 of the compounds above.
Below each compound: MrgX1 antagonist | SKKanGAS inh | KLF5 inhibitor | TRPC6 inhibitor | TRPC6 activator | HIF activator | TRPC4 act | IEC-6 tox | TRPC4 inh | aSyn 5UTR inh | TRPC4 PAM
COc1ccccc1NC(=O)C(=O)N1N=C(C(C)C)CC1(O)C(F)(F)F (stereo not drawn)
 : i | 2 | 18 | i | i | 0.1 | i | 0 | i | -12 | i
CS(=O)(=O)N1CCC(C(=O)NCCc2ccccc2)CC1
 : i | 5 | 16 | i | i | 0.3 | i | 2 | i | 5 | i

Continued:
SMILES	MrgX1 antagonist	SKKanGAS inh	KLF5 inhibitor	TRPC6 inhibitor	TRPC6 activator	HIF activator	TRPC4 act	IEC-6 tox	TRPC4 inh	aSyn 5UTR inh	TRPC4 PAM
CCOC(=O)N1CCN(c2cc(C)nc3nc(C)nn23)CC1	i	5	-10	i	i	-0.1	i	5	i	2	i
Cc1ccc(-c2nnc(SCC(=O)NC3CC3)o2)cc1	i	21	-47	i	i	0.7	i	-5	i	-42	i
Cc1ccccc1NC(=O)OCc1ccccc1	i	10	-99	i	i	1.2	i	-8	i	-84	i
CC(=O)Nc1cccc(C(=O)N(CCc2ccccc2)Cc2ccccc2)c1	i	2	-39	i	i	0.4	i	4	i	-32	i
O=C(Cn1c(=O)n(CCC(=O)N2CCCCC2)c(=O)c2sccc21)NCc1ccccc1	i	-2	-17	i	i	-0.1	i	-4	i	4	i
CC(C)c1ccc(NC(=O)COc2nnc(-c3cccs3)c(-c3cccs3)n2)cc1	i	9	-19	i	i	-0.1	i	0	i	-6	i
N#CC1(NC(=O)COC(=O)c2ccc(Cl)nc2)CCCCC1	i	-7	·	i	i	-0.7	i	·	i	3	i
CC1CC(C)CN(CCCNC(=O)c2ccc(CS(=O)(=O)Cc3ccccc3F)o2)C1 (stereo not drawn)	i	-6	13	i	i	0.1	i	-3	i	14	i
O=C(Nc1ccccc1Cl)c1ccc([N+](=O)[O-])o1	i	34	-24	i	i	1.6	i	47*	i	-139	i
CS(=O)(=O)c1ccc(NC(=O)CCN2C(=O)C3CC=CCC3C2=O)cc1 (stereo not drawn)	i	-10	·	i	i	-0.3	i	·	i	-8	i
CCOc1ccc(C(=O)NCCN2CCCC2)cc1	i	-5	-28	i	i	0.0	i	0	i	8	i
c1ccc(C2=NCCCN2)cc1	i	11	-24	i	i	0.2	i	2	i	-20	i
Cc1cc(NC(=O)C2CC(c3cccc(Br)c3)=NO2)no1 (stereo not drawn)	i	-1	-35	i	i	0.4	i	3	i	32	i
COC(=O)c1ccc2[nH]c(C)c(CN3CCCC3)c(=O)c2c1	·	2	-8	i	i	0.4	i	-7	i	-16	i
Cc1nc2cc(-c3ccc(Cl)cc3)nn2c(C)c1CCC(=O)NC(C)c1ccc2c(c1)OCCO2 (stereo not drawn)	i	26	3	i	i	-2.0	i	-5	i	74*	i
COc1ccc(N2CC(O)=C(c3nc(-c4ccc(F)cc4)cs3)C2=N)cc1	i	-9	-33	i	i	0.2	i	6	i	0	i
Cc1ccc(NC(=O)c2ccc3nc[nH]c3c2)nc1	i	-1	-127	i	i	1.7	i	0	i	-96	i
CCOC(=O)N1CCN(S(=O)(=O)c2ccc(C(=O)N(CCN(C)C)c3nc4ccc(CC)cc4s3)cc2)CC1	i	4	-57	i	i	2.2	i	-5	i	-56	i
CC(C)c1ccc(NC(=O)COC(=O)CCC(=O)c2cccs2)cc1	i	-13	-18	i	i	0.2	i	-6	i	-2	i
O=C(O)CC(NC(=O)c1ccc2c(c1)OCO2)c1cccc([N+](=O)[O-])c1 (stereo not drawn)	i	2	-18	i	i	0.5	i	-1	i	21	i
CCOc1ccccc1C1NC(=O)c2ccccc2O1 (stereo not drawn)	i	3	-5	i	i	-2.0	i	-2	i	10	i
CCN(Cc1ccccc1)c1ccc(/C=N/NS(=O)(=O)c2ccc(C)c([N+](=O)[O-])c2)cc1	i	-23	-8	i	i	0.2	i	-1	i	-4	i
CCOC(=O)N1CCN(C(=O)c2cc(C)no2)CC1	i	-1	·	i	i	-0.1	i	·	i	7	i
COc1ccc(/C(CC2(O)C(=O)Nc3ccccc32)=N\O)cc1 (stereo not drawn)	i	2	0	i	i	-0.2	i	-3	i	-13	i
Cc1ccc(C)c(N2N=C(C(=O)NCCN3C(=O)S/C(=C\c4cccnc4)C3=O)CCC2=O)c1	i	-5	·	i	i	-0.6	i	·	i	-16	i

Continued:
SMILES	MrgX1 antagonist	SKKanGAS inh	KLF5 inhibitor	TRPC6 inhibitor	TRPC6 activator	HIF activator	TRPC4 act	IEC-6 tox	TRPC4 inh	aSyn 5UTR inh	TRPC4 PAM
CCOC(=O)C1=C(COC(=O)c2cc(Br)c(Br)s2)NC(=O)NC1C (stereo not drawn)	i	10	·	i	i	-1.5	i	·	i	-3	i
[O-]/[N+](=C/c1cccnc1)c1ccc(Br)cc1	i	6	2	-6*	i	3.1	i	5	i	-95	i
S=C(Nc1ccc(OCc2ccccc2)cc1)Nc1cccc(Cl)c1Cl	i	-12	-22	i	i	0.3	i	5	i	-102	i
COc1ccc(Cn2c(CCC(=O)Nc3ccc(C)c(C)c3)nc3cccnc32)cc1	i	8	-20	i	i	-0.6	i	0	i	8	i
CCOc1ccc(S(=O)(=O)N2CCOCC2)cc1NC(=O)CSCC(=O)Nc1cccc(C)c1	i	-16	-12	i	i	0.0	i	-1	i	3	i
O=C1C2ON(c3ccccc3)C(c3ccccc3F)C2C(=O)N1c1ccccc1 (stereo not drawn)	i	4	-5	i	i	-0.2	i	-1	i	9	i
Cc1cc(N2CCN(c3ccccc3)CC2)nc(N2CCOCC2)n1	i	-6	-29	i	i	-0.8	i	-4	i	15	i
O=C(COc1ccc(S(=O)(=O)N2CCCC2)cc1)Nc1ccc2c(c1)OCCO2	i	-3	-21	i	i	0.6	i	1	i	-19	i
CCOc1ccccc1/C=C/c1onc(C)c1S(=O)(=O)N1CCC(C(=O)NC(C)C)CC1	i	8	-12	i	i	-0.5	i	3	i	-2	i
Fc1ccc(F)c(C2=NNC(=NCC3CCCO3)SC2)c1 (stereo not drawn)	i	13	-21	i	i	1.7	i	8	i	-118	i
O=C(CSc1ccccc1)Nc1nnc(/C=C/c2ccccc2)s1	i	0	-21	i	i	-0.2	i	-2	i	-23	i
CC(=O)Nc1ccc(NC2(C)C(=O)c3ccccc3C2=O)cc1	i	-15	-3	i	i	0.1	i	-3	i	9	i
COc1ccc(-n2nc(C(=O)Nc3nc4ccc(OC)cc4s3)c3ccccc3c2=O)c(OC)c1	i	1	9	i	i	-0.6	i	0	i	25	i
C=CCc1ccccc1OCC(O)CNC1CCCC1 (stereo not drawn)	i	-8	6	i	i	-0.9	i	1	i	13	i
O=S(=O)(Nc1c(O)ccc2ccccc12)c1cccc2ccccc12	i	18	·	i	i	0.5	i	·	i	22	i
COc1cc(OC)c(NC(=O)C(=O)CC(=O)c2ccc(C)cc2C)cc1Cl	i	37	11	i	i	-0.2	i	-5	i	5	i

Source: PubChem BioAssay (several laboratories)
